Screens from PubChem BioAssay.
CRFBP-R2 agonist: CRF-BP/CRF-R2 complex agonism | HEK293 CRF-R2/CRF-BP, calcium dye fluorescence (FLIPR); percent of saturating CRF peptide response | activation, % at 13.2 µM | 350,000 compounds, 0.46% hits;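 active = activation of at least 50%, plus an integration ratio under a set limit after plate pattern correction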;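 note: plate controls were neutral control wells without compound for no effect and CRF at EC100 for full effect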
CHRM5 agonist: agonists of human muscarinic M5 receptor (CHRM5) | P08912 | CHO-K1 hM5 cells, Fluo-8 calcium fluorescence; 0% DMSO wells, 100% maximal acetylcholine response | activation, % at 3 µM | 360,000 compounds, 0.19% hits | AID 624037;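 active = activation above the run's mean over test compounds plus 3 SD, cut at about 23% in these data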;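 note: signal is peak over basal fluorescence ratio across the kinetic read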
Target sequence (P08912 whole entry, looked up): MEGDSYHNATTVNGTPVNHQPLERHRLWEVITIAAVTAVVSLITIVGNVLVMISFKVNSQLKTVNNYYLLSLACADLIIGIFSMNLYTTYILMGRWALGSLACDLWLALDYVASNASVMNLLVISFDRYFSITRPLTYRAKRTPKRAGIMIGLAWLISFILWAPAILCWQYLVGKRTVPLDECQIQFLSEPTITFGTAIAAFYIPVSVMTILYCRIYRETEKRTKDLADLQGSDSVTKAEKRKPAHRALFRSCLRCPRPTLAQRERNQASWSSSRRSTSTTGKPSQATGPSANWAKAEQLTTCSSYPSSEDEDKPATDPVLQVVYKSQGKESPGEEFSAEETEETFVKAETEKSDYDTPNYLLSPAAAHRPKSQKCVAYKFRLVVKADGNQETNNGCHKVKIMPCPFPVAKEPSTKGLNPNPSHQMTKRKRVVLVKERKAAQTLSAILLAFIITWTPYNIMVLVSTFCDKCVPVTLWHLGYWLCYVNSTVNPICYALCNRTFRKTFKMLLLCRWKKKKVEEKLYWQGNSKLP
M4 antag: blocks acetylcholine activation of human M4 receptor | P08173 | CHO-hM4 cells, ACh EC80, Fluo-8 calcium fluorescence | inhibition, % at 3 µM | 360,000 compounds, 0.73% hits;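 active = inhibition above its plate's cutoff, the mean inhibition of sample wells plus 3 SD, cut at about 27% in these data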;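 note: 0% = acetylcholine EC80 with DMSO and 100% = DMSO without agonist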
Target sequence (P08173 whole entry, looked up): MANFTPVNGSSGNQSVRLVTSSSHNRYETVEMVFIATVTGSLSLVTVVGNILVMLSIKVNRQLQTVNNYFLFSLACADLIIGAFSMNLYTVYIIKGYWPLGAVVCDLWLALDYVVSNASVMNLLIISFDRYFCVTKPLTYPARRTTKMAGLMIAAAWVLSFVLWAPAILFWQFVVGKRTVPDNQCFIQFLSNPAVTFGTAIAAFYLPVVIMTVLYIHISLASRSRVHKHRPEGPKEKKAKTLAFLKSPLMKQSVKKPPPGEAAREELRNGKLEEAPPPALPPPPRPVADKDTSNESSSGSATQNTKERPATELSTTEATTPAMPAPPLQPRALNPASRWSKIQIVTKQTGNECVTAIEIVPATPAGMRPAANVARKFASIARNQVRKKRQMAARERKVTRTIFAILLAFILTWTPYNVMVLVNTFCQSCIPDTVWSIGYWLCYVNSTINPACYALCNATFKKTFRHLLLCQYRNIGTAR
M4 ag: agonists of human muscarinic M4 receptor (CHRM4) | 360,000 compounds, 0.14% hits | activation, % at 3 µM | P08173 | CHO-K1 hM4/Gqi5, Fluo-8 calcium fluorescence; vehicle 0%, full acetylcholine response 100%;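 active = activation above the run mean over all test wells plus 3 SD, cut at about 32% in these data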;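 note: peak over basal fluorescence ratio per well then scaled between controls; 0% = DMSO wells and 100% = acetylcholine at EC100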
CHRM5 antagonist: blocks acetylcholine activation of human M5 receptor. 360,000 compounds, 0.59% hits. AID 624040. inhibition, % at 3 µM. CHO-hM5 cells, Fluo-8 calcium fluorescence, ACh EC80. P08912;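 active = inhibition above a per-plate cutoff, the mean of that plate's test compounds plus 3 SD, cut at about 27% in these data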;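 note: 0% = acetylcholine EC80 with DMSO and 100% = DMSO without agonist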
CHRM4 PAM: positive allosteric modulators of human muscarinic M4 receptor; activation, % at 3 µM; CHO-K1 hM4/Gqi5, Fluo-8 calcium fluorescence, ACh EC20; 0% = ACh EC20, 100% = maximal ACh; 360,000 compounds, 0.4% hits; P08173; AID 624126;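 active = activation above its plate's cutoff, the mean activation of sample wells plus 3 SD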; note: some results filed as inactive read as strong as hits
CHRM5 PAM: potentiates acetylcholine response at human M5 receptor | P08912 | 360,000 compounds, 0.3% hits | activation, % at 3 µM | CHO-K1 hM5, Fluo-8 calcium, ACh EC20 PAM; 0% = ACh EC20, 100% = ACh EC100;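 active = activation above the run cutoff, the mean activation of all test compounds plus 3 SD, cut at about 18% in these data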
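Assay system – human M5 receptor in CHO-K1 cells · Read-out – % activation, ACh-normalized · Technique – Fluo-8 calcium fluorescence · Dosing – single-point, 3 µM nominal · Incubation – Fluo-8 loading 80 min at 37 °C plus 30 min room temperature · Repeats – singlicate, one well per test compound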
CRFR2-BP antag: antagonists of CRF-binding protein/CRF-R2 receptor complex; HEK293 CRF-R2/CRF-BP, CRF-induced calcium fluorescence; inhibition, % at 11.8 µM; 350,000 compounds, 0.59% hits; AID 588475;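 active = inhibition of the ligand-induced calcium signal above about 50% at the single tested concentration, limit read from the data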
IDE cell inh: inhibits human insulin-degrading enzyme in HEK cells | FAbetaB cleavage, fluorescence polarization | inhibition, % at 5.59 µM | 320,000 compounds, 0.41% hits | AID 434962;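 active = percent inhibition above the average of all tested compounds plus 3 SD, set per screening campaign, cut at about 16% in these data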;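 note: IDE supplied by intact live HEK cells; FP after avidin binding of uncleaved biotin substrate so inhibition keeps polarization high; 0% = DMSO wells and 100% = 60 µM reference IDE inhibitor Ii1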
* hit, by the source's call; . = no result given.

mol,CRFBP-R2 agonist,CHRM5 agonist,M4 antag,M4 ag,CHRM5 antagonist,CHRM4 PAM,CHRM5 PAM,CRFR2-BP antag,IDE cell inh
CCN(CC)c1ccc(C2C(C(=O)OCCOC)=C(C)NC3=C2C(=O)CCC3)cc1 (configuration not stated),0.4,-7,35*,1,22,-19,-15,5,2
O=C1c2ccccc2N2C(=O)c3ccccc3C2N1Cc1ccccc1 (configuration not stated),-6.3,-2,-3,5,5,-13,-3,-6,-1
CCN(CC)S(=O)(=O)c1ccc(-n2cnc3cc(C)c(C)cc32)nc1,0.1,0,0,1,17,0,-8,-8,-3
COc1ccc(S(=O)(=O)N2CCCCC2)cc1NC(=O)Cc1ccc(Br)cc1,2.9,4,-1,2,-1,7,7,-2,.
COC(=O)CCCC1=CC2=C(c3ccccc3)C(=O)C(C)(OC(=O)C3CCCC3)C(=O)C2=CN1CC(C)C (configuration not stated),1.3,5,-17,4,-19,15,-1,-5,-4
COC(=O)c1ccc(C(=O)NC2CCCc3c2cnn3-c2ccccc2F)nc1 (configuration not stated),-1.4,-1,0,3,5,6,-1,12,-2
COCCNc1nc(NCc2cccc(OC)c2)c2sccc2n1,.,4,-1,7,-5,-2,1,.,.
Cc1cccc2cc(C#N)c(SCC(=O)NCC3CCCO3)nc12 (configuration not stated),-0.9,-8,4,1,8,2,5,-16,1
CC1(C(=O)NS(=O)(=O)c2ccc(Cl)cc2)CCN1C(=O)c1ccco1 (configuration not stated),.,2,-5,1,0,2,2,.,.
C[N+]1(CCOS(=O)C23CC4CC(CC(C4)C2)C3)CCOCC1 (configuration not stated),2.0,-5,-6,0,7,8,0,-4,2
CCOC(=O)N1CCN(C(=S)Nc2ccccc2C(C)C)CC1,0.3,9,7,2,7,3,-4,-20,-1
COc1ccc(-c2csc3nc(-c4cccnc4)nc(N4CCC(C(N)=O)CC4)c23)cc1OC,1.3,4,-18,12,5,-2,-7,-35,3
FC(F)(F)c1ccccc1Cc1c(-c2ccco2)nc2ccc(Br)cn12,.,3,8,1,-3,4,7,.,.
O=C1CCCC2=C1C1(O)C(=O)c3ccccc3C1(O)O2 (configuration not stated),-0.1,-4,10,0,5,19,4,-2,5
CC1CCC2(CC1)NC(=O)N(Cc1nnc(-c3cccs3)o1)C2=O (configuration not stated),-0.8,0,0,3,8,-3,-3,-3,5
C/C=C/c1cccc(-c2nc(C(=O)N3CCOCC3)cc3c2[C@H](CCO)N(C(=O)NC(C)C)C3)c1,.,3,9,0,-2,-2,4,.,.
COc1ccccc1CNC(=O)c1cc(-c2ccccc2C)nn1CC1CC(c2cccnc2)=NO1 (configuration not stated),-1.1,-4,0,9,14,1,-15,19,2
c1ccc(-n2nnnc2Sc2ncnc3sc4c(c23)CCCC4)cc1,-1.4,0,1,0,-2,5,-4,-7,1
O=C(C1CCN(S(=O)(=O)c2ccccc2F)CC1)N1CCc2ccccc21,0.4,2,-13,7,14,1,-7,-2,-2
CCOC(=O)c1cc2sccc2n1CC(=O)N1CCN(C(=O)c2ccco2)CC1,0.4,1,-1,3,0,3,2,-1,-3
CCC[C@H]1CN(Cc2ccccc2)C(=O)[C@@H]1CC(=O)NC,3.5,1,-8,2,6,9,-4,4,.
Cc1csc(N/N=C/c2ccc(O)c([N+](=O)[O-])c2)n1,-2.9,1,5,0,1,3,1,16,-4
Nc1nc(-c2ccccc2)c(CCCOc2ccc([N+](=O)[O-])cc2)c(=O)[nH]1,-0.1,-2,-9,2,7,2,0,22,.
Cc1cc(C)c2c(N)c(C(=O)NNC(=O)c3ccccc3)sc2n1,-0.4,-1,5,0,2,-4,-3,16,-4
CC(C)N1C(=O)NC2NC(=O)N(C(C)C)C21 (configuration not stated),.,0,7,0,2,-3,-3,.,.
Cn1c(=O)c2c(nc(Br)n2CCc2ccccc2)n(C)c1=O,-1.5,-2,-1,4,-6,4,-5,8,-1
Cc1onc(-c2ccccc2)c1C(=O)N1CCN(CCc2ccccc2)CC1,-1.7,-1,0,0,-1,-6,-8,-3,2
CCN(c1ccccc1)S(=O)(=O)c1ccc(OCC(F)(F)F)c(NC(=O)c2ccc(=O)[nH]c2)c1,-0.3,0,-5,3,-3,-2,5,-2,.
Cc1nc(CNS(=O)(=O)c2ccc(F)cc2)cs1,-1.2,-2,-4,1,1,-3,-2,6,.
COc1ccc(C2OCC3(CO2)SC(=O)NC3=O)cc1OC (configuration not stated),-2.7,1,-3,1,-9,0,-3,21,-2

Compound profiles, from the list above.
Record of CCN(CC)c1ccc(C2C(C(=O)OCCOC)=C(C)NC3=C2C(=O)CCC3)cc1 (configuration not stated) : CRFBP-R2 agonist = 0.4; CHRM5 agonist = -7; M4 antag = 35*; M4 ag = 1; CHRM5 antagonist = 22; CHRM4 PAM = -19; CHRM5 PAM = -15; CRFR2-BP antag = 5; IDE cell inh = 2
Record of CC1(C(=O)NS(=O)(=O)c2ccc(Cl)cc2)CCN1C(=O)c1ccco1 (configuration not stated) : CRFBP-R2 agonist = .; CHRM5 agonist = 2; M4 antag = -5; M4 ag = 1; CHRM5 antagonist = 0; CHRM4 PAM = 2; CHRM5 PAM = 2; CRFR2-BP antag = .; IDE cell inh = .

New compounds follow:
mol,CRFBP-R2 agonist,CHRM5 agonist,M4 antag,M4 ag,CHRM5 antagonist,CHRM4 PAM,CHRM5 PAM,CRFR2-BP antag,IDE cell inh
COc1cccc(C(N)=O)c1OC(=O)Cc1ccccc1F,0.6,0,0,1,6,3,1,0,3
Cc1ccc(S(=O)(=O)C2C(=O)N(C)C3(C)CC2c2ccccc2O3)cc1 (configuration not stated),-0.9,-1,-5,0,2,1,-7,0,2
Cn1ncc(=S)[nH]c1=S,-2.3,1,6,-1,1,1,1,2,.
O=C(CN1/C(=C(/O)c2ccccc2)C(=O)c2ccccc2S1(=O)=O)c1ccccc1,0.0,-6,-5,-1,8,6,-6,-4,8
CCOC(=O)c1c(C)n(C)c2ccc(OCC(O)Cn3c(C)nc4ccccc43)cc12 (configuration not stated),-1.2,1,7,15,10,-10,-12,-10,2
CC(C)(C)OC(=O)COc1cc(F)ccc1[N+](=O)[O-],-0.3,-3,8,1,17,-4,-8,-7,2
COCCN(CCOC)S(=O)(=O)c1ccc(/C(O)=C(\C#N)c2nc3ccccc3[nH]2)cc1,0.3,5,-15,10,4,-3,-13,-2,-1
CCCn1ncc(CN2CCN(CCc3ccccc3)C(CCO)C2)c1C (configuration not stated),-0.8,-8,0,0,-2,-12,0,18,5
COc1cc(CNCCNC(=O)c2nonc2N)ccc1OCc1ccc(Cl)cc1,-1.1,7,18,20,18,-14,-4,-17,-2
O=C(c1ccc(N2CCN(C(=O)c3ccc(F)cc3F)CC2)cc1)c1cccc(F)c1,0.9,2,3,15,19,-9,-13,9,5
Cc1ccc(NC(=O)c2ccc(-n3cccn3)c([N+](=O)[O-])c2)cc1C,1.1,-2,4,6,6,5,-1,-15,7
CC1Sc2ccc(S(=O)(=O)N3CCN(c4cccc(Cl)c4)CC3)cc2NC1=O (configuration not stated),1.4,-3,1,-1,7,0,0,-18,4
COc1ccc(C(=O)Nc2ccnn2C2CCN(C(=O)c3cnsn3)CC2)cc1,-2.3,-4,-2,1,12,5,0,8,-2
CSc1ncccc1C(=O)OCC(=O)N1CCN(C(=O)c2ccco2)CC1,-2.8,1,1,0,-4,-1,4,0,-1
CCc1cccc(CC)c1NC(=O)COC(=O)c1ccc2c(c1)S(=O)(=O)c1ccccc1C2=O,-0.1,-1,1,0,-1,4,-2,7,5
COCCSc1ccccc1C(=O)Nc1ccc2c(c1)OCO2,-1.0,-3,7,0,0,0,3,-6,-4
COc1ccc(C(=O)N2CC3(C)CC2CC(C)(C)C3)cc1 (configuration not stated),2.3,10,-9,0,-3,1,-3,-6,6
Nc1nnc(CC(=O)N/N=C/c2ccccc2OCc2ccc(F)cc2)s1,0.3,1,-3,3,1,-2,-2,1,-3
CC1(C)CC(=O)C2=C(C1)NC(=O)CC2c1ccc(F)cc1 (configuration not stated),-0.8,-2,1,0,9,-5,-6,12,5
CC(NC(=O)CCC(=O)NC(C)C1COc2ccccc2O1)C1COc2ccccc2O1 (configuration not stated),1.6,-3,-7,3,-7,3,6,-3,2
CCOc1ncccc1C(=O)Nc1cccc(S(=O)(=O)N2CCOCC2)c1,-0.5,-1,-3,5,11,1,-5,1,1
O=C(O)c1cccc(NC(=S)N/N=C/c2cccc(O)c2)c1,-0.5,0,10,1,-7,5,0,4,2
COc1ccc(S(=O)(=O)N2CCCC2C(=O)Nc2ccc(C(C)=O)cc2)cc1 (configuration not stated),-2.7,2,-6,2,1,-3,-4,4,2
Cc1ccc([N+](=O)[O-])cc1-c1ccc(/C=N\n2nnnc2N)o1,-1.2,-5,0,0,10,0,-6,24,3
Cc1ccc(S(=O)(=O)NC(=NC(C)C)c2ccccc2)cc1,-0.2,3,5,1,4,4,3,18,7
C[C@@H](CSc1ccc(Br)cc1)CN1CC[C@H](C(C)(C)C)CCC1=O,0.8,1,-4,0,-4,-4,7,-3,-2
COc1ccc(-c2cc(-c3cccs3)c(C#N)c(SCC(=O)NCc3ccccc3)n2)cc1,4.9,-1,5,0,4,2,-2,-5,-3
Cc1cccc(C(=O)c2c(N)sc3c2CCC(C)C3)c1 (configuration not stated),-1.7,-3,-10,-1,-8,7,0,-4,1
COc1ccc(C(=O)Nc2ccc([N+](=O)[O-])cn2)c(OC)c1,0.0,-1,-1,1,11,0,20*,6,1

In the list so far, these contain fluorine.
mol,CRFBP-R2 agonist,CHRM5 agonist,M4 antag,M4 ag,CHRM5 antagonist,CHRM4 PAM,CHRM5 PAM,CRFR2-BP antag,IDE cell inh
COC(=O)c1ccc(C(=O)NC2CCCc3c2cnn3-c2ccccc2F)nc1 (configuration not stated),-1.4,-1,0,3,5,6,-1,12,-2
FC(F)(F)c1ccccc1Cc1c(-c2ccco2)nc2ccc(Br)cn12,.,3,8,1,-3,4,7,.,.
O=C(C1CCN(S(=O)(=O)c2ccccc2F)CC1)N1CCc2ccccc21,0.4,2,-13,7,14,1,-7,-2,-2
CCN(c1ccccc1)S(=O)(=O)c1ccc(OCC(F)(F)F)c(NC(=O)c2ccc(=O)[nH]c2)c1,-0.3,0,-5,3,-3,-2,5,-2,.
Cc1nc(CNS(=O)(=O)c2ccc(F)cc2)cs1,-1.2,-2,-4,1,1,-3,-2,6,.
COc1cccc(C(N)=O)c1OC(=O)Cc1ccccc1F,0.6,0,0,1,6,3,1,0,3
CC(C)(C)OC(=O)COc1cc(F)ccc1[N+](=O)[O-],-0.3,-3,8,1,17,-4,-8,-7,2
O=C(c1ccc(N2CCN(C(=O)c3ccc(F)cc3F)CC2)cc1)c1cccc(F)c1,0.9,2,3,15,19,-9,-13,9,5
Nc1nnc(CC(=O)N/N=C/c2ccccc2OCc2ccc(F)cc2)s1,0.3,1,-3,3,1,-2,-2,1,-3
CC1(C)CC(=O)C2=C(C1)NC(=O)CC2c1ccc(F)cc1 (configuration not stated),-0.8,-2,1,0,9,-5,-6,12,5
